Screening results: PubChem BioAssay, National Center for Advancing Translational Sciences (NCATS)
Vif-APOBEC3G blk: qHTS for Inhibitors of Vif-A3G Interactions: qHTS; HeLa A3G-eYFP + Vif (tagged APOBEC3G with the HIV-1 protein that degrades it), YFP fluorescence, overnight; Potency, µM (doses to about 46.1 µM), for inactives: at the top dose activity, negative = active, usual class: inhibitors; 0.076% of 410,000 active; AID 602310, 2012;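 note: potency is the fitted concentration of half-maximal effect; % is set by controls: 0 for no effect and ±100 for the full control effect; nearly all actives have a fitted effect of over 60% in size; hits raise eYFP signal because A3G escapes Vif-driven loss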
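HeLa cells stably expressing Vif and C-terminally eYFP-tagged A3G, seeded overnight at 37 deg C, then exposed to compound by pintool overnight at 37 deg C. Rise in yellow fluorescence (Ex 488/Em 500-530, Acumen) marks blocked Vif-driven A3G degradation.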
LDHA block: qHTS assay for inhibitors of human lactate dehydrogenase. purified LDHA, NADH/diaphorase-resazurin fluorescence; hits give low values. L-lactate dehydrogenase A chain (Homo sapiens), P00338. activity change, % (values are at about 110 or 230 µM). 0.15% of 480,000 active. AID 1347041, 2019; in the data active = activity change below about -30%; inconclusive = mostly about -25% to -30%;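 note: plate controls were DMSO wells for no effect and wells without enzyme for full effect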
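Human LDH5 at 2 nM final in Tris HCl pH 7.4 with 0.06 mM NADH and 0.2 mM pyruvate, reacted 5 minutes at room temperature. Remaining NADH coupled via diaphorase/resazurin; resorufin fluorescence read at 0 and 20 minutes, normalized to enzyme-free and DMSO wells.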
D2 antag: HTS Assay for Allosteric Antagonists of the Human D2 Dopamine Receptor: Primary Screen for Antagonists; 2% of 340,000 active; inhibition, % at 10 µM; HEK293 TREx D2 cells, calcium flux, dopamine EC80; in the data active = inhibition above about 30%; note: 0% is about no effect
Target sequence (P14416 whole entry, looked up): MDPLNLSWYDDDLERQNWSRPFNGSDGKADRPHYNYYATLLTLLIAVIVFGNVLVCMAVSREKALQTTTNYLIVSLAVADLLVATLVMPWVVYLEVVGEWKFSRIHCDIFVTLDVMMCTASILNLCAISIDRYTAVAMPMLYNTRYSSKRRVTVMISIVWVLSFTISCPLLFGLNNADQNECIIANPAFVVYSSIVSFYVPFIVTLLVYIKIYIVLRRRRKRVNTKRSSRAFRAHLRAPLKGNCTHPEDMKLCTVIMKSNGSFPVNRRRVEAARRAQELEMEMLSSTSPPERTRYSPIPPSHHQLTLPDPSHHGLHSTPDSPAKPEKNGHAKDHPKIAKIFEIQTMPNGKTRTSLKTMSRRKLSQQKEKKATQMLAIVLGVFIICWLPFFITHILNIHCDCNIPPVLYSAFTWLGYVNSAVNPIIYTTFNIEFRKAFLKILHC
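Inhibition of EC80 dopamine-driven calcium flux, recorded kinetically, defines activity here; cells are a tetracycline-induced HEK293 T-REx line expressing force-coupled D2.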
Vif-APOBEC3F blk: qHTS for Inhibitors of Vif-A3F Interactions: qHTS | 0.2% of 390,000 active | HeLa A3F-eYFP + Vif (tagged APOBEC3F with the HIV-1 protein that degrades it), YFP fluorescence increase | Potency, µM (series often up to 46.1 µM), inactives show top-dose activity, negative = active; note: potency is the fitted concentration of half-maximal effect; % of control where 0% means no effect; nearly all actives have a fitted effect of over 65% in size
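Fluorescence increase (Ex 488/Em 500-530) after overnight compound treatment at 37 deg C flags inhibition of Vif-driven A3F-eYFP loss in stable HeLa A3F-eYFP/Vif cells seeded overnight beforehand.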
GRP78 ERSR act: qHTS for Inducers of the Endoplasmic Reticulum Stress Response (ERSR) in Human Glioma: qHTS | AID 602332, 2012 | Potency, µM, for the others: at the top dose activation, most hits filed as activators | 0.02% of 420,000 active | U87-MG GRP78 promoter luciferase reporter, 16 h; note: potency is the fitted concentration of half-maximal effect; series mostly up to about 76 µM; % of control where 0% means no effect; nearly all actives have a fitted effect of over 35% in size
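Stably transfected U87-MG human glioma cells carrying a GRP78-based luminescent sensor were seeded at 1000 cells/well, pin-dosed with compounds and incubated 16 h. Luciferase reagent was then added, and end-point luminescence was read after 10 min at room temperature.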
RGS4 inhibitor: Inhibitors of Regulator of G Protein Signaling (RGS) 4: qHTS; Regulator of G-protein signaling 4 (Homo sapiens), P49798; Transcreener GDP fluorescence polarization, RGS4-accelerated GTP hydrolysis; Potency, µM (top dose mostly 114 µM), for the others: top-dose activity change, negative = inhibition, actives largely listed as inhibitors; 0.039% of 390,000 active; AID 504845, 2011; note: potency is the fitted concentration of half-maximal effect; % is set by controls: 0 for no effect and ±100 for the full control effect; nearly all actives have a fitted effect of over 75% in size; some results filed as inactive show a strong effect at the top dose
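MLSMR compounds (23 nl, pin-transferred) preincubated 10 min at room temperature with a 500nM (2x) first reagent, then RGS4 at 900nM (2x) plus Transcreener GDP mix added; fluorescence polarization (620/688 nm) read before and after 90 min at 30 °C.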
ALOX12 inh: Primary qHTS assay for inhibitors of human arachidonate 12S-lipoxygenase (ALOX12): Round 2 | purified 12hLO, xylenol orange hydroperoxide absorbance | Potency, µM (doses to about 108 µM), inactives show at the highest dose activity change, negative = inhibition, usual class: inhibitors | Polyunsaturated fatty acid lipoxygenase ALOX12 (Homo sapiens), P18054 | AID 1671190, 2021 | 1.1% of 580,000 active; note: potency is the fitted concentration of half-maximal effect; % is set by controls: 0 for no effect and ±100 for the full control effect
Target sequence (P18054 whole entry, looked up): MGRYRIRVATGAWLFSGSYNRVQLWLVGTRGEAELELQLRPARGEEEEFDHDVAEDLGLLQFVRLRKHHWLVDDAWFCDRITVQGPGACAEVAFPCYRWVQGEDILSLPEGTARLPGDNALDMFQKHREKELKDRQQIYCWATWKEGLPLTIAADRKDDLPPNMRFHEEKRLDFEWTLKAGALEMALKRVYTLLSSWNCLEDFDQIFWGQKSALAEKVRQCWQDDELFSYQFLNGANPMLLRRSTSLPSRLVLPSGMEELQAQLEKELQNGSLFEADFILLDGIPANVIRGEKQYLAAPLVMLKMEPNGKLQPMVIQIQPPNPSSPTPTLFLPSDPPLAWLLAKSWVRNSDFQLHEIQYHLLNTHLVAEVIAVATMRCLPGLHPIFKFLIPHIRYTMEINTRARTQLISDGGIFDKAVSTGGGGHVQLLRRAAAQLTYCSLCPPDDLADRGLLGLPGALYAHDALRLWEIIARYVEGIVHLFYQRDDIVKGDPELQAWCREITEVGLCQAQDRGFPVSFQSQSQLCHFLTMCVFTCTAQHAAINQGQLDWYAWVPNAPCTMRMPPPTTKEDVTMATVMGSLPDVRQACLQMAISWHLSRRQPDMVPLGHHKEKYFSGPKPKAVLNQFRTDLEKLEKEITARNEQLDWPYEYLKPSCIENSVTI
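Hydroperoxide product was detected by ferrous iron/xylenol orange as the 573 to 405 nm absorbance ratio. Arachidonic acid at 40 uM (final) was turned over for 30 min at room temperature by 150 nM human 12hLO, pH 7.0 Hepes buffer, after 15 min compound preincubation.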
D2 agonist: HTS Assay for Allosteric Agonists of the Human D2 Dopamine Receptor: Primary Screen for Agonists; HEK293 T-REx D2 cells, calcium flux agonist mode; D(2) dopamine receptor (Homo sapiens), P14416; 0.53% of 340,000 active; activation, % at 2 µM;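 active = activation over 3 SD above normal in the single-dose calcium agonist read, cut at about 30% in these data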; note: 0% is about no effect
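Tetracycline-induced HEK293 Trex cells with D2 receptor force-coupled to calcium signaling, plated overnight at 30 C and loaded with no-wash calcium dye. Calcium flux read kinetically for 180 s after compound addition; responses flag agonists.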
ERG Ets-DNA blk: qHTS for Small Molecule Inhibitors of the ERG Ets/DNA interaction. Transcriptional regulator ERG (Homo sapiens), P11308. fluorescence polarization, His-ERG Ets domain / labelled DNA. Potency, µM (highest dose often 76.9 µM), for the others: top-dose FP activity, negative = inhibition, actives largely listed as inhibitors. 0.028% of 370,000 active. AID 624246, 2012; active = well fitted inhibition curve with a large enough effect in the polarisation, with a control signal flat; inconclusive = small, poorly fitted or top-dose-only effect, or effect the other way, or a change in a side signal; inactive = no such curve, though single readings can be large or run the other way; the % refers to the polarisation;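 note: polarization taken with two DNA probes labelled with fluorescein and Texas red; potency is the fitted concentration of half-maximal effect; % of control where 0% means no effect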
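His-tagged ERG Ets domain (1 uM in the protein solution; 300mM KCl, 50mM Tris-HCl, 1mM EDTA, 1mM DTT, pH 7.5) received compound, then a probe mix of 5 nM fluorescein-DNA and 100nM Texas-615-DNA. Fluorescence polarization was read for both dyes.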
Starred values were filed as active, the others as inactive; u = inconclusive; x = no result given; & = joins results of further samples; [ ] = remark or other dose. Unless noted, calls come from the whole dose curve; as a rule, active = well fitted curve in the direction sought with a large enough effect; inconclusive = small, poorly fitted or top-dose-only effect, or another doubt; inactive = no such curve, though single readings can be large; an effect the other way counts as inactive or inconclusive. This is a subset; count on the stated rates, not on these rows.

SMILES | Vif-APOBEC3G blk | LDHA block | D2 antag | Vif-APOBEC3F blk | GRP78 ERSR act | RGS4 inhibitor | ALOX12 inh | D2 agonist | ERG Ets-DNA blk
CC1CCCN(C(=S)Nc2ccc(S(=O)(=O)N3CCCCC3)cc2)C1 (centres undefined) | -6% | 4 | -6 | 6% | -1% | -20% | 97%[activator] | 1.1 | -5%
CCCN1CCC(NC(=O)CCc2nnc(Cc3cc(OC)ccc3OC)o2)CC1 | -5% | -5 | 2 | -23% | 3% | 0% | 67% | -0.2 | -3%
CCc1ccccc1Nc1nc(N)nc(COC(=O)c2cccn2C)n1 | -1% | -5 | -29 | -14% | 1% | -3% | 22% | -0.3 | -8%
CC12CC3(C)CC(C)(C1)CC(C(=O)NCC(=O)O)(C2)C3 | -2% | -5 | -9 | 1% | -4% | -1% | -4% | -1.5 | 0%
CCOC(=O)Cc1cc(C)[nH]c1C(=O)OCC | 2% | -1 | x | -19% | -5% | 5% | 24% | x | 7%
COC(=O)CSc1nnnn1-c1cccc2ccccc12 | 1% | 0 | 5 | -1% | 0% | 0% | -13% | 0.8 | 9%
Cc1ccc(CNS(=O)(=O)NCc2ccccc2F)cc1 | 0% | -12 | 7 | 0% | -2% | 6% | -14% | -0.6 | 1%
Cc1ccc(C)c(OCCC(=O)OCC(=O)N2c3ccccc3NC(=O)C2(C)C)c1 | 2% | -2 | 42* | -2% | -2% | -35% | u | -0.3 | 30%
CC1Cc2ccccc2N1C(=O)COc1cccc(-n2cnnn2)c1 (centres undefined) | 0% | -12 | x | x | -1% | 51% | -4% | x | -1%
CCOC(=O)C(=CNc1ccc(N2CCOCC2)cc1)C(=O)OCC | 0% | 1 | 7 | 0% | 6% | 5% | 0% | 0.7 | -18%
CC1CCCCC1NC(=O)CSc1ccsc1[N+](=O)[O-] (centres undefined) | -5% | 0 | 1 | -17% | -4% | -47% | 0% | -1.0 | 2%
Cc1ccc2c(c1)C(O)(CC(=O)c1cccc(-n3cccc3)c1)C(=O)N2 (centres undefined) | -2% | -5 | -5 | 5% | -6% | u | 4% | 0.3 | 0%
CC12CCC(=O)N1C(C(=O)Nc1nc(-c3cc(F)ccc3F)cs1)CS2 (centres undefined) | -2% | -7 | 3 | -5% | -4% | -6% | -19% | 0.2 | 6%
O=C(NCc1ccco1)C(=O)NCC1OCCCN1S(=O)(=O)c1ccc(Cl)cc1 (centres undefined) | 0% | -1 | -6 | 0% | 0% | -37% | -3% | 0.4 | 3%
Cc1ccc2[nH]c3c(NCc4ccco4)ncnc3c2c1 | -20% | 2 | -12 | -5% | -1% | -39% | -16% | -0.5 | 2%
COC(=O)c1ccccc1NC(=O)Cn1cc(Br)cn1 | 0% | -6 | -4 | -15% | 2% | -5% | 294%[activator] | -0.7 | -12%
Cc1ccc(S(=O)(=O)N2CCCC(C(=O)NCc3cccnc3)C2)cc1Cl (centres undefined) | 0% | -4 | -3 | 2% | -4% | 16% | -5% | 0.1 | -5%
OCCC1CN(Cc2ccc3nsnc3c2)CCN1CCc1ccccc1 (centres undefined) | -1% | -4 | -19 | -9% | -2% | 25% | 0% | 0.4 | 9%
CC(C)(O)C#Cc1ccc(C(=O)N2CCC(C(N)=O)(N3CCCCC3)CC2)o1 | 3% | -8 | -4 | -6% | -6% | 16% | -3% | 0.9 | -6%
CCc1nnc(NC(=O)C2CCN(S(=O)(=O)c3ccc(C)cc3)CC2)s1 | 3% | -8 | 4 | -6% | -4% | -22%[56.9 µM] | -6% | 0.6 | -6%
O=C(NC1CC1)c1cccc(Br)c1 | 0% | -9 | 2 | 4% | -2% | -11% | -15% | 0.4 | -8%
COc1ccc(CNC(=O)c2ccccc2NS(C)(=O)=O)cc1 | 2% | -9 | 3 | -6% | -3% | -5% | 1% | -0.1 | 7%
C/C(=N/NC(=O)c1cccs1)c1cccc(NC(=O)C2CC2)c1 | 0% | -11 | x | 11% | 6% | 17% | 17% | x | -21%
COc1ccccc1CC(=O)NNC(=O)c1ccco1 | 1% | 2 | 5 | -8% | 2% | -12% | -2% | 2.5 | 8%
NC(=O)[C@@H]1CCCCNc2c(F)cc([N+](=O)[O-])cc2C(=O)N[C@@H](CC(=O)O)C(=O)NCC(=O)N1 | 2% | 5 | x | -8% | -2% | -25% | u | x | 7%
COc1ccc(CCn2c(=O)[nH]c3cc(C(=O)N4CCN(c5ccccc5)CC4)ccc3c2=O)cc1OC | 0%&-2% | -4&5 | x | -10%&-5% | -5%&-2% | -18%&-4% | 2%&-5% | 2.6 | 1%&-3%
COc1ccc(CNC(=O)c2ccc3nc(CCc4ccccc4)oc3c2)c(OC)c1 | -5% | -4 | x | 1% | -1% | -31% | -16% | 1.6 | 6%
COc1ccc(NC(=S)NCc2ccco2)c(OC)c1 | 2% | -6 | -6 | -10% | -3% | 40% | -2% | -0.5 | 0%
CCOc1ccccc1-c1ccc2nccn2c1 | -1% | 0 | x | x | -5% | x | 0% | x | x
COc1cccc(COC(=O)C2CCN(S(=O)(=O)c3ccc(C)cc3C)CC2)c1OC | 2% | -1 | 9 | -3% | 4% | -29% | -7% | 1.6 | -10%
CCCSc1nc(O)c(C2OC(=O)c3c2ccc(OC)c3OC)c(=O)n1-c1ccccc1 (centres undefined) | -2% | -1 | -12 | -1% | -1% | -13% | 0% | 0.8 | -5%
O=C(CCc1ccccc1)Nc1cccc(S(=O)(=O)N2CCOCC2)c1 | 1% | 1 | x | 7% | -3% | -14% | 25% | x | -1%
Cc1cc(C)cc(NC(=O)CCCN2C(=O)COc3ccc(C)cc32)c1 | x | -5 | x | x | x | 4% | -24% | 1.4 | 2%
CCCC/C(O)=C1\C(=O)CC(C)(C)CC1=Nc1ccccc1OC | 3% | 1 | -8 | 2% | -5% | -13% | 25% | -0.9 | -1%
COc1ccc(C(=O)n2nc(-c3ccco3)nc2SC)cc1OC | 0% | 1 | x | -29% | -5% | -26% | -5% | x | -14%
O=C(CSc1nc2ccc(Cl)cc2[nH]1)c1cccs1 | 3% | -10 | 1 | 0% | 2% | u | -24% | -0.4 | -1%
CCOC(=O)N/N=C/C=C/c1ccccc1 | 0% | -11 | -7 | -15% | 5% | -4% | 18% | -1.5 | 3%
O=C(NCCN1CCN(c2ccccc2)CC1)C1CCN(S(=O)(=O)c2cccc3nonc23)CC1 | 0% | -5 | -4 | 2% | -2% | 17% | -5% | 0.1 | -1%
COc1cccc(N2CCN(c3ncnc4c3c(-c3ccccc3)cn4-c3cccc(C(F)(F)F)c3)CC2)c1 | 2% | -2 | x | 1% | -3% | -1% | -22% | 1.1 | 1%
COc1cc(/C=C(\NC(C)=O)C(=O)NC(C)(C)C)ccc1OC(C)=O | 2% | -5 | -3 | -7% | -2% | 18% | 16% | 1.1 | -9%
COc1ccc2c(c1OC)C(=O)N1N=C(c3ccc(F)cc3)CC21 (centres undefined) | 3% | -3 | -5 | -11% | 1% | u | -23% | -0.4 | -4%
Cc1ccc(C)c(C(O)c2ncc(-c3cccc(F)c3)[nH]2)c1 (centres undefined) | -4% | -3 | x | x | -1% | x | -40% | x | x
CCc1ccc2c(c1)C1(SC(NC(C)=O)=NN1C(C)=O)C(=O)N2CC (centres undefined) | 0% | -9 | x | -18% | -3% | -1% | 0% | x | -8%
COCCNC(=O)C1(C)CCCN(C(=O)c2ccc(-c3ccccc3)cc2)C1 (centres undefined) | -2% | -9 | x | x | 1% | x | -14% | x | x
CN(C)S(=O)(=O)c1cc(NC(=O)COC(=O)Cc2ccc(Br)cc2)ccc1Cl | 2% | -2 | 0 | 0% | -1% | -7% | -1% | -0.7 | -10%
CCOc1ccc(NC(=O)c2ccco2)c([N+](=O)[O-])c1 | u | -2 | -3 | -8% | 2% | 2% | -6% | -0.7 | -1%
CN(C)S(=O)(=O)N1CCN(CC(=O)Nc2ccc(Br)cc2)CC1 | 1% | 0 | -7 | 4% | -3% | 9% | 15% | -0.6 | 9%
CCOc1cc(CNn2cnnc2SCC(=O)NC(C)(C)C)ccc1OCC(=O)NC(C)(C)C | 2% | -6 | -13 | -19% | -4% | -15% | -5% | -1.1 | 12%
CCc1ccc(NC(=O)c2cccnc2)cc1 | -1% | 0 | -2 | 4% | 4% | -22% | u | 0.0 | -1%
Cc1ccc(CCNC(=O)CCn2ccc3cc(S(=O)(=O)N4CCCC4)ccc32)cc1 | 1% | 1 | -16 | -15% | -2% | 6%[56.9 µM] | -7% | -0.2 | -3%
